Bioassay records deposited in PubChem BioAssay by several laboratories.
bovine MsrA act: activators of bovine methionine sulfoxide reductase A; purified bovine MsrA, absorbance read-out; activation, % at 10.6 µM; 360,000 compounds, 0.3% hits; AID 602163; in the data active = activation above about 7.5%;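 also: 0% = vehicle and 100% = reference activator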
Neddyl block: blocks human cullin neddylation; AID 651699; TR-FRET cullin neddylation, biochemical; 360,000 compounds, 0.58% hits; calls only at 25 µM; in the data active = inhibition above about 36%
CSN deneddyl inh: inhibitors of human CSN-mediated cullin deneddylation; inhibition, % at 12.5 µM; 360,000 compounds, 0.38% hits; Purified CSN, SCF-Nedd8-OG deneddylation, fluorescence polarization;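 active = pattern-corrected inhibition above about 35%, with an unprinted fluorescence ratio check between 0.5 and 1.5, limit read from the data, passing the limit was not always enough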;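 also: 0% = enzyme with substrate and 100% = substrate without enzyme; some results filed as inactive read as strong as hits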
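Schedule: reaction 90 min, room temperature / Assay system: HEK293T-derived human Csn5 enzyme / Input: Csn5 at 0.24 nM final / Measure: inhibition of Csn5 cleavage, % / Control set: substrate-only high control, full reaction low control / Technique: fluorescence polarization of the substrate / Buffer or medium: Tris/NaCl/DTT buffer, pH 7.5 / Reagent: SCFSkp2-Nedd8OG substrate at 10 nM final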
MsrA inhibitor: bovine MsrA inhibition | AID 651718 | purified bovine MsrA, absorbance read-out | 360,000 compounds, 0.75% hits | inhibition, % at 15.5 µM; in the data active = inhibition above about 4.5%;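 also: 0% = vehicle wells with enzyme and 100% = reference inhibitor wells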
eLon inh: inhibitors of E. coli Lon protease. P0A9M0. purified E. coli Lon protease, fluorescence polarization. inhibition, % at 7.94 µM. 360,000 compounds, 0.42% hits. AID 602123; in the data active = inhibition above about 13%, passing the limit was not always enough;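 also: 0% = enzyme with probe and DMSO and 100% = no enzyme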
Tb MetRS inh: Trypanosoma brucei MetRS inhibition | AID 624268 | purified T. brucei MetRS, ATP depletion, Kinase-Glo luminescence | 360,000 compounds, 0.4% hits | inhibition, % at 11.9 µM;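 active = inhibition above a per-plate cutoff of the control wells' mean inhibition plus 3 SD, cut at about 5.5% in these data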;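 also: 0% = DMSO wells median and 100% = median of wells with control inhibitor compound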
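Material: parasite MetRS enzyme / Replication: singlicate, one well per compound / Signal: luminescence of leftover ATP / Schedule: 2 h aminoacylation at 25 °C after 15 min preincubation / Medium: HEPES-MgCl2-KCl buffer plus DTT, spermine, BSA, pyrophosphatase / Doses: 11.9 µM single point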
PABP1 MLLE inh: blocks PAM2 peptide binding to the PABP1 MLLE domain; inhibition, % at 20 µM; 360,000 compounds, 0.36% hits; AID 588489; GST-MLLE / FITC-PAM2 fluorescence polarization; in the data active = inhibition above about 35%, passing the limit was not always enough;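 also: plate controls were DMSO wells with GST-MLLE for no effect and wells lacking GST-MLLE protein for full effect; some results filed as inactive read as strong as hits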
FAS-TE inh: blocks the thioesterase domain of human fatty acid synthase | recombinant FAS-TE, OMFH fluorogenic substrate, fluorescence endpoint | inhibition, % at 15 µM | 360,000 compounds, 0.67% hits | P49327 | AID 602261;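 active = compounds whose normalised, plate-corrected inhibition of enzyme fluorescence in the single-dose primary screen is 50% or more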;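 also: 0% = DMSO with enzyme and 100% = substrate without enzyme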
Rin1 Abl inh: human Rin1-Abl interaction inhibition | TR-FRET Rin1/Abl binding, biochemical | inhibition, % at 7.35 µM | P00519+Q13671 | 360,000 compounds, 0.4% hits | AID 588664; in the data active = inhibition above about 5%, passing the limit was not always enough
* marks the source's active call; other numbers are inactive results; i = inactive.

SMILES | bovine MsrA act | Neddyl block | CSN deneddyl inh | MsrA inhibitor | eLon inh | Tb MetRS inh | PABP1 MLLE inh | FAS-TE inh | Rin1 Abl inh
CCOC(=O)NC(=O)c1cn(Nc2ccccc2)c(=O)[nH]c1=O | -1 | i | -1 | 0.3 | -1 | 0.0 | 20 | -4 | 1
O=NN(CC(=O)NNc1ccccc1)CC(=O)NNc1ccccc1 | -3 | i | 0 | -0.2 | 5 | -0.3 | 6 | 2 | 3
CCc1ccc(/C=C2/SC(=S)N(CCC(=O)Nc3cccc(C(=O)O)c3)C2=O)cc1 | -1 | i | 8 | 0.9 | -16 | 0.1 | -32 | 8 | 1
Cn1ncc([N+](=O)[O-])c1C(=O)Nc1nccs1 | -2 | i | 1 | -1.3 | 0 | -0.1 | 5 | -10 | -2
COc1ccc2[nH]c3c(c2c1)CCN1C(=O)C(CC(=O)NC(C)(C)C)C[C@H](C(=O)N(C(C)C)C(C)C)[C@@]31C (some centres not stated) | -5 | i | -2 | 1.8 | 5 | 0.0 | 2 | -5 | 2
CN(C)C(=O)C1CCC(=O)N1Cc1cccs1 (configuration not stated) | -3 | i | -2 | 0.4 | -3 | -0.8 | 1 | -5 | -2
CCCC(=O)N(Cc1cc(=O)[nH]c2ccccc12)c1ccc(C)cc1 | 1 | i | -1 | 0.0 | -3 | -0.2 | -5 | -1 | -4
COc1ccc(CNC(=O)c2ccc3c(=O)n(CCCN4CCCC4=O)c(=S)[nH]c3c2)cc1 | -3 | i | 9 | 1.2 | -4 | -0.3 | -62 | -3 | 0
COc1ccc(-c2nc(NC(=O)c3[nH]c(C)c(C(C)=O)c3C)sc2C)cc1 | -2 | i | 14 | 1.3 | 6 | -0.4 | 0 | 10 | -18
CCCCCC(=O)NNC(=O)c1ccc(-c2ccccc2)cc1 | -12 | i | -5 | -0.6 | -7 | -1.1 | -13 | -6 | 2
Cc1ccccc1NC(=O)c1ccccc1NC(=O)c1ccco1 | -12 | i | 4 | -0.6 | 2 | -1.1 | 2 | -4 | 0
O=c1[nH]c2ccc([N+](=O)[O-])cc2nc1/C=C(\O)c1ccccc1 | -2 | i | -4 | -0.2 | -11 | 0.2 | 35 | 3 | -2
C=CC[N+]1(CC#Cc2ccccc2)CCCC1 | -3 | i | -5 | 2.6 | -2 | 0.3 | -10 | -3 | 1
COc1ccccc1-c1ccc2c(c1)C(C)(Cc1cccc(F)c1)C(=O)N2 (configuration not stated) | -4 | i | -3 | 0.9 | 5 | -0.3 | 1 | 17 | 0
Cc1cccc(NC(=O)NCc2cccnc2)c1C | -9 | i | -1 | -1.3 | 7 | -0.6 | 11 | -5 | 0
O=C(NCC1CCCCC1)c1cc(-c2cc(F)ccc2OCC2CCCO2)n[nH]1 (configuration not stated) | -5 | i | 1 | -0.9 | -3 | -0.2 | -16 | 15 | 1
O=C(O)CCc1nc2cc(Cl)ccc2n(Cc2ccccc2)c1=O | -5 | i | -5 | -0.9 | -3 | 0.0 | -1 | -4 | 3
COC(=O)C(Cc1ccccc1)NC(=O)CNC(=O)c1ccc(Br)o1 (configuration not stated) | 1 | i | 0 | -0.2 | -8 | -0.3 | -4 | -8 | 4
CCc1nc2ccccc2c(C(=O)O)c1C | -4 | i | 5 | 1.6 | -10 | -0.9 | -1 | -8 | -3
COc1ccc(NC(=S)N2CCC(c3nc4ccccc4[nH]3)CC2)c(OC)c1 | -1 | i | 2 | 0.5 | -4 | 0.3 | -57 | -9 | 1
O=C(NCC(=O)N(c1ccc2c(c1)OCO2)C(C(=O)NC1CCCC1)c1ccncc1)c1ccco1 (configuration not stated) | -8 | i | -3 | 1.9 | -4 | -0.7 | -3 | -6 | -1
CC(C)CN1CCNC(=O)C1CC(=O)NCCc1cnn(-c2ccccc2)c1 (configuration not stated) | -1 | i | 1 | 1.5 | 5 | -1.5 | 1 | 0 | -1
CC1CCCCN1C/C=C/c1ccccc1[N+](=O)[O-] (configuration not stated) | -3 | i | 4 | 0.5 | -6 | 0.3 | 9 | -7 | -4
CCN(CC)c1ccc(C(=O)NNC(=O)CNC(=O)c2cccs2)cc1 | -9 | i | 2 | 4.2 | -10 | -0.6 | -5 | -5 | -1
CN(Cc1nccn1C)C(=O)c1ccc(OC2CCN(CCc3ccccc3)CC2)cc1 | 3 | i | 0 | 0.3 | 3 | -0.2 | 4 | -4 | 0
Cc1ccsc1C(=O)OCC(=O)c1cc(C)n(CC2CCCO2)c1C (configuration not stated) | -2 | i | -1 | 0.0 | 1 | -1.1 | -1 | 7 | 2
Cc1cc(/C=C(\C#N)C(=O)NCc2ccccc2)cc(C)c1O | -1 | i | -1 | 0.9 | -25 | 0.1 | -28 | -1 | 3
O=C(CSc1nnc(NC(=O)c2c(F)cccc2F)s1)NCC1CCCO1 (configuration not stated) | -1 | i | -1 | 0.7 | -1 | -0.3 | 11 | -4 | -2
CC1=NN(C(=O)CCc2ccc3c(c2)OCO3)C(O)(C(F)(F)F)C1 (configuration not stated) | 0 | i | -3 | -1.7 | -7 | -0.6 | 3 | -2 | 1
O=C(Nc1cccc2ccccc12)c1ccc(OC(=S)N2CCOCC2)cc1 | -2 | i | 1 | 0.9 | 2 | -0.6 | 8 | 24 | -3
COc1ccccc1OCC(=O)NNC(=O)CCCC(=O)NNC(=O)COc1ccccc1OC | -1 | i | -2 | -0.6 | 11 | 0.0 | 9 | -8 | 2
NN/C(=C\[N+](=O)[O-])Nc1ccccc1 | -1 | i | 0 | 2.2 | 8 | -0.1 | -7 | -20 | 3
CCCCCC(=O)N1CCN(c2ccc(C(C)=O)cc2F)CC1 | -6 | i | 1 | 1.1 | -10 | -0.8 | -6 | -4 | 0
CC(=O)OCC=C1CCC2C3CC(C)C4=CC(=O)CCC4(C)C3C(O)CC12C (configuration not stated) | 0 | i | -5 | -0.1 | 6 | -0.5 | 16 | 24 | 3
COC(=O)c1cccc(COC(=O)c2ccc(CS(=O)(=O)c3ccc(C)cc3)cc2)c1 | -1 | i | 7 | 0.8 | 17 | -0.9 | -1 | 24 | -5
COc1cc(C)ccc1S(=O)(=O)NC(=O)C1(C)CCN1C(=O)Cc1ccc(C(C)(C)C)cc1 (configuration not stated) | -6 | i | 0 | 0.5 | 9 | 0.3 | -13 | -5 | 0
Cc1ccc(Cn2ccc(NC(=O)c3nn(C)cc3[N+](=O)[O-])n2)cc1 | -2 | i | 4 | -0.5 | -6 | 1.0 | 7 | -4 | 1
COC(=O)c1ccc(CN2CCCC(C(=O)c3cc(F)ccc3OC)C2)cc1 (configuration not stated) | -10 | i | 2 | 0.6 | 1 | -0.8 | 1 | 11 | 1
COc1ccc(-c2ccc(CCC(=O)O)n2NC(=O)c2ccc(O)cc2)cc1 | -1 | i | 1 | -0.6 | 2 | -0.7 | 0 | -2 | 3
O=C(CCSc1nc(-c2ccco2)cc(C(F)(F)F)n1)N1CCN(c2ccccn2)CC1 | -2 | i | -3 | -0.2 | -7 | -1.0 | -10 | 16 | -4

An excerpt of these results, tab-delimited.
Structure	bovine MsrA act	Neddyl block	CSN deneddyl inh	MsrA inhibitor	eLon inh	Tb MetRS inh	PABP1 MLLE inh	FAS-TE inh	Rin1 Abl inh
O=C(CSc1nnc(NC(=O)c2c(F)cccc2F)s1)NCC1CCCO1 (configuration not stated)	-1	i	-1	0.7	-1	-0.3	11	-4	-2
CC1=NN(C(=O)CCc2ccc3c(c2)OCO3)C(O)(C(F)(F)F)C1 (configuration not stated)	0	i	-3	-1.7	-7	-0.6	3	-2	1
O=C(Nc1cccc2ccccc12)c1ccc(OC(=S)N2CCOCC2)cc1	-2	i	1	0.9	2	-0.6	8	24	-3
COc1ccccc1OCC(=O)NNC(=O)CCCC(=O)NNC(=O)COc1ccccc1OC	-1	i	-2	-0.6	11	0.0	9	-8	2
NN/C(=C\[N+](=O)[O-])Nc1ccccc1	-1	i	0	2.2	8	-0.1	-7	-20	3
CCCCCC(=O)N1CCN(c2ccc(C(C)=O)cc2F)CC1	-6	i	1	1.1	-10	-0.8	-6	-4	0
CC(=O)OCC=C1CCC2C3CC(C)C4=CC(=O)CCC4(C)C3C(O)CC12C (configuration not stated)	0	i	-5	-0.1	6	-0.5	16	24	3
COC(=O)c1cccc(COC(=O)c2ccc(CS(=O)(=O)c3ccc(C)cc3)cc2)c1	-1	i	7	0.8	17	-0.9	-1	24	-5
COc1cc(C)ccc1S(=O)(=O)NC(=O)C1(C)CCN1C(=O)Cc1ccc(C(C)(C)C)cc1 (configuration not stated)	-6	i	0	0.5	9	0.3	-13	-5	0
Cc1ccc(Cn2ccc(NC(=O)c3nn(C)cc3[N+](=O)[O-])n2)cc1	-2	i	4	-0.5	-6	1.0	7	-4	1
COC(=O)c1ccc(CN2CCCC(C(=O)c3cc(F)ccc3OC)C2)cc1 (configuration not stated)	-10	i	2	0.6	1	-0.8	1	11	1

Further results:
SMILES | bovine MsrA act | Neddyl block | CSN deneddyl inh | MsrA inhibitor | eLon inh | Tb MetRS inh | PABP1 MLLE inh | FAS-TE inh | Rin1 Abl inh
CCCCCCCCCOC(=O)C[n+]1csc(CCO)c1C | -4 | i | 2 | -1.2 | 4 | -0.8 | 25 | -8 | 2
CN1CCN(S(=O)(=O)c2ccc(Cl)c3ccccc23)CC1 | -6 | i | -3 | 0.9 | -1 | -0.7 | 0 | -4 | -3
COc1cc(/C=N/NC(=O)c2ccc(NC(=O)C3CC3)cc2)ccc1OC(C)=O | -5 | i | 1 | 0.1 | -14 | -0.3 | -14 | -4 | 2
CCOc1ccc(NC(=O)CN(C)C(=O)CCCc2nc3ccccc3c(=O)[nH]2)cc1OCC | -5 | i | -3 | -0.9 | -7 | -0.6 | -7 | -8 | -2
O=C(NCc1ccc(F)cc1)C1CCN(S(=O)(=O)N2CCC3(CC2)OCCO3)CC1 | 6 | i | 9 | -0.3 | 9 | -0.6 | -22 | -5 | -1
Cc1nc2sc3c(=O)[nH]nnc3c2c(C)c1Br | -6 | i | 6 | -0.4 | 3 | -0.4 | 0 | 18 | -1
O=C1CCCC(O)=C1C=Nc1ccc(O)cc1 | -4 | i | -4 | 4.6* | 1 | -0.4 | -12 | -12 | 0
COC(=O)c1ccccc1NC(=O)CN1CCOCC1 | 3 | i | 3 | -0.6 | -2 | -1.1 | 11 | -7 | 5
O=C(CCl)Nc1cc(S(=O)(=O)N2CCCCCC2)ccc1Cl | -9 | i | -1 | -1.4 | -7 | -0.8 | -4 | 2 | -1
COc1ccc(/C=C/C(=O)OCc2cccc([N+](=O)[O-])c2)cc1 | -4 | i | 6 | 1.5 | 1 | 0.1 | 5 | 31 | 1
COc1ccccc1NS(=O)(=O)c1ccc(NN=C2CCCC2)c([N+](=O)[O-])c1 | -5 | i | -11 | -0.6 | -2 | 0.1 | -14 | 32 | 1
CC(C)NC(=O)COc1cccc2ccccc12 | -4 | i | 6 | -0.1 | -6 | -0.4 | 8 | -8 | 1
Cc1ccc(C(=O)NC(=S)N(C)C2CCCCC2)cc1Br | -4 | i | 1 | -1.9 | -1 | -0.3 | 30 | 3 | 2
COC(=O)c1cn(C)c2ccc(S(=O)(=O)N3CC(C)CC(C)C3)cc2c1=O (configuration not stated) | -2 | i | 2 | 1.3 | 2 | -0.3 | -19 | -2 | 3

The order is random; overall some 4% were active at least once.
